NCI-60 one-dose screen, 48 h, at 10 µM unless noted. Numbers give growth in % (100 = growth as untreated, 0 = no growth, -100 = all killed).
SF-268 = SF-268 CNS cancer cells | 82,000 tested, 3.1% active
PC-3 = PC-3 prostate cancer cells; 80,000 tested, 3.9% active; AID 1794754
HCC-2998 = HCC-2998 colon cancer. 79,000 tested, 4.7% active
U251 = U251 CNS tumor cells. 80,000 tested, 5.4% active
SNB-75 = SNB-75 CNS cancer | 79,000 tested, 5% active
SF-295 = SF-295 CNS cancer cells | 79,000 tested, 5.6% active
SF-539 = SF-539 CNS cancer; 81,000 tested, 6.8% active
SNB-19 = SNB-19 CNS cancer cells; 81,000 tested, 2.5% active; AID 1794751
* hit, by the source's call; . = not tested or not shown; & = joins results of further samples; [ ] = another dose, or the depositor's remark. Rule for the calls: active = growth percent below 10; inactive = the rest.

SMILES	SF-268	PC-3	HCC-2998	U251	SNB-75	SF-295	SF-539	SNB-19
O=C(O)CCCc1ccc2c(c1)Cc1ccccc1-2	100	92	106	91	80	89	91	101
Cc1cc(C)n(C(N)=NC(=O)c2ccc([N+](=O)[O-])cc2)n1	111	107	95	110	119	.	107	98
O=C(Nc1cccc(C(F)(F)F)c1)Nc1cccc(C(F)(F)F)c1	23	6.3*	12	-15*	11	4.9*	19	11
CC(=O)Nc1nc(OC(C)=O)c(Cc2ccc(C)cc2)s1	98	79	100	97	86	104	110	103
O=C(Nc1ccccc1)C(Cl)=C1C(Cl)=C(Cl)C(Cl)=C1Cl	89	94	108	78	85	88	95	98
CCCc1ccnc(NS(=O)(=O)c2ccc(N)cc2)n1	96	61	87	55	88	96	72	77
O=C(n1ccnc1)C(F)(F)C(F)(F)F	106[100 µM]	97[100 µM]	111[100 µM]	105[100 µM]	89[100 µM]	107[100 µM]	108[100 µM]	106[100 µM]
Cc1cc(O)cc(C(=O)O)c1	106	94	.	102	115	146	106	115
O=C(Nc1ccc(NC(=O)c2cc(=O)[nH]c3ccccc23)cc1)Nc1cccc(C(F)(F)F)c1	51	70	.	20	58	75	50	24
COc1cccc2cc(-c3cc4ccccc4[nH]3)/c(=N/C(=S)Nc3ccccc3)oc12	71	69	83	77	-45*	87	33	66
COc1ccc(C(=O)C[n+]2cn(CCC(=O)Nc3cccc4cccnc34)c3ccccc32)cc1	105	88	100	95	109	109	107	97
Cc1nc2ccccc2c(C(=O)O)c1-c1ccccc1	109	107	104	105	90	113	102	100
CCC(=O)c1ccc(OC)c2ccccc12	95	89	104	98	111	.	103	115
Clc1ccc(/C=C2\CCCC3C2=Nc2ccccc2NC3c2ccc(Cl)cc2)cc1 (stereo not drawn)	80	77	.	21	88	83	92	92
CCOCC(C)(COC(C)=O)CC(C)(COC(C)=O)CC(C)COC(C)=O (stereo not drawn)	116	91	104	.	114	92	99	98
N#Cc1c(-c2cccs2)cc(-c2cnccn2)nc1SCC(=O)NNC(=S)Nc1ccccc1	103	86	121	99	91	100	96	98
CCCn1ccc(-n2nnc(C(=O)OCC)c2C)n1	99	99	103	101	88	94	94	110
CSc1nc(Nc2ccc(S(N)(=O)=O)cc2)c(C#N)c(-c2cccc([N+](=O)[O-])c2)n1	108	88	121	.	67	103	90	104
CCCCCCCCCCCCCC1=NCC[N+]1(CCO)Cc1ccccc1 (stereo not drawn)	-70*	-88*	-75*	-89*	66	-72*	-94*	-82*
Cc1ccc(C(=O)C/C(=C/c2ccc(-c3ccc(Cl)cc3)o2)C(=O)NCc2ccccc2Cl)cc1	104	56	105	75	84	74	98	89
CC(/C=C/c1ccccc1)=Nc1ccccc1	99	.	104	84	109	85	.	105
NCCC(=O)c1ccccc1	100	94	89	91	107	96	99	97
CN(C)Cc1cc(O)c(CN(C)C)cc1O	100&97&109	96&94&98	83&103&105	101&103&103	95&80&91	93&112&102	90&113&92	108&102
CCOC(=O)Nc1ccc(C(=O)OCC)cc1	104	100	86	96	106	92	100	111
CCCCCCSCCCCCC	98	101	110	96	97	95	105	107
O=C(O)c1ccc(-n2cc(/C=N/Nc3ccc(F)cc3)c(-c3cccc(C(F)(F)F)c3)n2)cc1	67	63	55	85	88	54	76	91
CCOC(=O)c1cc(C(=O)c2cc(OC)c(OC)c(OC)c2)n2c1ccc1c3ccccc3ccc12	96	94	91	96	89	103	100	99
Cc1c(C(=O)NO)sc2ncnc(Nc3ccc(Cl)cc3)c12	95	98	115	101	80	103	104	95
CC(C)C(=O)n1ccc2nc(Cl)nc(Cl)c21	98	.	101	85	91	100	94	99
O=C(Nc1cccc(-c2nc3ccccc3[nH]2)c1)c1ccc(C(=O)Nc2cccc(-c3nc4ccccc4[nH]3)c2)cc1	117	.	.	115	96	113	99	102

Compounds above that contain a CF3 group (4):
SMILES	SF-268	PC-3	HCC-2998	U251	SNB-75	SF-295	SF-539	SNB-19
O=C(Nc1cccc(C(F)(F)F)c1)Nc1cccc(C(F)(F)F)c1	23	6.3*	12	-15*	11	4.9*	19	11
O=C(n1ccnc1)C(F)(F)C(F)(F)F	106[100 µM]	97[100 µM]	111[100 µM]	105[100 µM]	89[100 µM]	107[100 µM]	108[100 µM]	106[100 µM]
O=C(Nc1ccc(NC(=O)c2cc(=O)[nH]c3ccccc23)cc1)Nc1cccc(C(F)(F)F)c1	51	70	.	20	58	75	50	24
O=C(O)c1ccc(-n2cc(/C=N/Nc3ccc(F)cc3)c(-c3cccc(C(F)(F)F)c3)n2)cc1	67	63	55	85	88	54	76	91

Later entries:
SMILES	SF-268	PC-3	HCC-2998	U251	SNB-75	SF-295	SF-539	SNB-19
Cn1c(N)cc(=O)[nH]c1=S	104	94	105	100	98	103	104	99
C=C(C)[C@@H]1CC[C@]2(C(=O)n3cnc(C[C@@H](N)C(=O)OC)c3)CC[C@]3(C)[C@H](CC[C@@H]4[C@@]5(C)CCC(=O)C(C)(C)[C@@H]5CC[C@]43C)[C@@H]12	101	85	102	95	95	100	95	95
Nc1[nH]c(=S)ncc1-c1ccc(Cl)c(Cl)c1	107	91	90	99	99	109	.	106
COc1ccc(/C(C)=N/N=C2C(=O)N(C)c3ccccc32)cc1S(N)(=O)=O	94	99	103	94	85	93	94	.
C=C(C[n+]1ccccc1)[C@@H]1CC[C@]2(COC(C)=O)CC[C@]3(C)[C@H](CC[C@@H]4[C@@]5(C)CC[C@H](OC(C)=O)C(C)(C)[C@@H]5CC[C@]43C)[C@@H]12	91	63	90	82	82	103	89	77
CCc1nc(C#N)c(N2CCC(c3nc(-c4ccccc4OC)no3)CC2)o1	101	102	111	98	.	98	96	99
N#Cc1ccc(C(=O)C[n+]2ccc3ccccc3c2)cc1	96	92	102	98	70	98	95	96
NS(=O)(=O)c1ccc(C(=O)NN2C(=O)c3nccnc3C2=O)cc1	95	103	106	104	77	97	102	100
Cc1ccccc1-n1c(C)nc2cc(NS(=O)(=O)c3ccccc3)ccc2c1=O	106	92	97	97	85	91	97	96
CCc1ccccc1NCCO	92	98	93	99	82	97	95	107

One compound at a time, as listed above. Values in the order: SF-268, PC-3, HCC-2998, U251, SNB-75, SF-295, SF-539, SNB-19
Entry for Cn1c(N)cc(=O)[nH]c1=S : 104, 94, 105, 100, 98, 103, 104, 99
Entry for CCc1ccccc1NCCO : 92, 98, 93, 99, 82, 97, 95, 107
Entry for N#Cc1ccc(C(=O)C[n+]2ccc3ccccc3c2)cc1 : 96, 92, 102, 98, 70, 98, 95, 96
Entry for NS(=O)(=O)c1ccc(C(=O)NN2C(=O)c3nccnc3C2=O)cc1 : 95, 103, 106, 104, 77, 97, 102, 100
Entry for Cc1ccccc1-n1c(C)nc2cc(NS(=O)(=O)c3ccccc3)ccc2c1=O : 106, 92, 97, 97, 85, 91, 97, 96

Next part
SMILES	SF-268	PC-3	HCC-2998	U251	SNB-75	SF-295	SF-539	SNB-19
COc1cc2nc(-c3ccc(NC(=O)/C=C/c4ccc(C(F)(F)F)cc4)cc3)sc2c(OC)c1OC	113	99	99	103	96	102	108	99
O=C(Nc1ccc(-n2cc(-c3ccncc3)c(-c3ccc(Cl)c(O)c3)n2)cc1)c1cc(C(F)(F)F)cc(C(F)(F)F)c1	62	72	74	54	12	25	51	73
CNC(=O)c1cc(Oc2ccc3nc(NC(=O)c4cc(N5CCOCC5)cc(C(F)(F)F)c4)sc3c2)ccn1	86	47	114	72	72	45	91	93
CC(=O)O[C@]1(C(C)=O)CCC2C3C=C(C)C4=CC(=O)CCC4(C)C3CCC21C (stereo partly drawn)	101	88	109	101	96	98	103	100
CN(C)c1ccc(/C=C(\C#N)c2nc3ccccc3c(=O)[nH]2)cc1	69	.	85	77	113	93	94	95
COc1cc(NS(=O)(=O)c2ccc(NC(C)c3ccc4cccnc4c3O)cc2)nc(OC)n1 (stereo not drawn)	103	96	104	105	98	92	102	122
Cc1cc(Br)ccc1-n1cc(C#N)c(N)c1C(=O)c1ccc(Cl)cc1	111	101	107	101	99	100	99	108
CCOC(=O)CN(C)CC(=O)OCC	106	100	106	96	89	.	104	109
Cc1nn(-c2ccccc2)c2ncn(CC(=O)N/N=C/c3ccccc3O)c(=O)c12	39	43	36	40	76	25	47	57
CCCC[C@]1(O)C[C@H]2[C@@H]3CCc4cc(OC)ccc4[C@H]3CC[C@]2(C)[C@H]1O	101	80	94	85	95	.	85	102
C/C(=N/NC(N)=O)C1CC2CCC1CC2 (stereo not drawn)	117	93	62	98	74	98	130	115
COc1cc2c(cc1-c1c(C)noc1C)ncc1nc(C3CCC(F)(F)CC3)n([C@H](C)COC(F)F)c12	67	33	46	47	37	49	34	48
N#CCCCN1C(=O)c2ccccc2C1=O	110	112	105	107	107	96	97	.
O=C(CCl)c1ccc2c(c1)CCCC2	104	96	111	96	114	70	91	108
NS(=O)(=O)c1ccc(NC2OCC(O)C(O)C2O)cc1 (stereo not drawn)	98	93	92	59	82	100	102	106
COc1cc(-c2nn(C(=O)NS(=O)(=O)c3ccc4ccccc4c3)cc2-c2ccncc2)ccc1Cl	70	87	109	87	.	93	75	104
Cc1c(-c2cnc3ccc(Cl)cc3c2C(=O)O)nnn1-c1ccc(Cl)cc1	111	99	102	97	95	98	100	93
CC1C=CC(OC(=O)C(C)(O)CCC(O)(C(=O)OC2CC(O)C(C(C)C)CC2(C)O)C(C)C)(C(C)C)CC1 (stereo not drawn)	-44*[4.63 µM]	-85*[4.63 µM]	-73*[4.63 µM]	-94*[4.63 µM]	-46*[4.63 µM]	-87*[4.63 µM]	-95*[4.63 µM]	-75*[4.63 µM]
COc1cccc(C(=O)NNc2nc(N3CCN(C4CCCCC4)CC3)nc(N3CCN(C(c4ccccc4)c4ccccc4)CC3)n2)c1	51	21	42	33	64	77	62	48
Cc1ccc(NC(=O)NNC(=O)/C=C/c2cn(-c3ccccc3)nc2-c2ccc(Br)cc2)cc1	103	95	116	102	89	106	105	100
CCOC(=O)c1c(NCC(=O)Nc2ccc(Br)cc2)sc(C(C)=O)c1C	106	103	112	102	96	102	101	105
Cc1cn(N2C(=O)CSC2c2ccc(C3SCC(=O)N3n3cc(C)c(-c4ccccc4)nc3=S)cc2)c(=S)nc1-c1ccccc1 (stereo not drawn)	98	97	107	102	73	104	101	100
CC(C)N(Cc1ccccc1)c1c(Cl)ssc1=O	118	96	113	102	113	108	96	101
CCOC(=O)c1c2c(n3ccc(NC(=O)OC(C)(C)C)cc13)C(=O)c1ncccc1C2=O	-17*	-1.4*	-59*	-81*	-32*	-67*	-46*	-54*
CC12CCC3C4(C)COC(c5ccco5)OC4CCC3(C)C1CC(C1=CCOC1=O)O2 (stereo not drawn)	99	91	105	110	.	98	107	97
N#C/C(=C\c1cc2ccccc2[nH]1)c1cc(-c2ccc(Cl)cc2)n[nH]1	100	72	90	87	93	104	100	100
CC1CCCCN1CCCNC(=O)c1ccc(N)cc1 (stereo not drawn)	106	95	112	104	92	101	101	103
CN(C)CCCNC(=O)c1cncnc1Nc1ccc2c(ccn2Cc2ccccn2)c1	93	100	102	100	84	102	102	96
CNC(=O)c1cc(Oc2ccc3nc(NC(=O)NCCN4CCN(C)CC4)sc3c2)ccn1	104	96	112	102	103	106	95	110
COc1ccc(NC(=O)CSc2nnc(-c3ccc(-c4nc5ccccc5[nH]4)cc3)o2)cc1OC	99	71	109	90	115	98	89	104
O=C1NC(=O)/C(=C\c2ccncc2)N1	98	96	133	100	92	104	93	101
NC(=O)c1cccc(-n2ccc3cc(NC(=O)c4ccc(Cl)c(C(F)(F)F)c4)ccc32)n1	104	70	84	63	108	61	56	88
C[C@@H]1CC[C@@H]2[C@@H]1[C@H](OC(=O)/C=C/c1ccccc1)[C@]1(c3ccccc3)C[C@@H](NC(=O)CO)[C@@]2(C)O1	94	79	104	89	88	94	98	96
O=C(Nc1ccc(Br)cc1)c1cc(Br)c(O)c(Br)c1O	91	82	88	96	85	100	107	94
COc1cc(CCC[P+](c2ccccc2)(c2ccccc2)c2ccccc2)c(OC)c(OC)c1OC	65	76	100	78	30	83	58	78
Cn1c(=O)c2[nH]c(CCl)nc2n(C)c1=O	107	96	104	99	76	.	102	107
Brc1cnc2[nH]cc(-c3nnc(-c4ccccc4)o3)c2c1	81	78	104	75	66	86	90	80
CCCCCCCC/C=C/CCCCCCCC1=NC(C)(C)CN1CCO	46	23	-87*	-36*	.	30	-6.0*	61
Nc1cc(Cl)ccc1C(=O)O	102	90	104	106	87	119	104	97
NC(CS/C(Cl)=C/Cl)C(=O)O (stereo not drawn)	99	64	102	85	103	9.3*	104	86
CC(C)C1=C[C@@]23CC[C@H]4C(C)(COC(=O)c5ccco5)CCC[C@]4(C)[C@H]2C[C@@H]1[C@@H]1[C@H]3[C@@H](OC(=O)c2ccco2)CC[C@@H]1OC(=O)c1ccco1 (stereo partly drawn)	105	101	109	102	93	103	105	102
CCOC(=O)/C(F)=C/C1CC1C1CCCC1 (stereo not drawn)	98	99	110	103	94	101	101	100
C/C(=C(/c1ccccc1)c1ccc(N2C(=O)c3cccc4c(NCCN(C)C)ccc(c34)C2=O)cc1)c1ccccc1	110	87	111	102	99	102	101	106
O=C(Nc1ccc(CO)cc1)c1ccccc1Nc1ccnc(C(F)(F)F)c1	99	100	106	95	88	111	101	106
COc1ccc(C(=O)/C=C/c2c(-c3ccc(Cl)cc3)nc3sc(C)nn23)cc1OC	76	93	.	103	58	96	103	104
COc1cc(-c2nc3sc(C)cn3c2/C=C2\C(=O)Nc3ccccc32)c(Br)c(OC)c1OC	54	26	97	52	18	22	12	40
Cc1ccc(C)n1-c1ccsc1C(=O)NNC(=O)C(Cl)Cl	.	89	105	107	104	101	102	.
Cc1cccnc1NC(=O)c1csnn1	101	84	105	105	91	110	93	.
CN(C)Cc1ccccc1O	111	76	103	94	87	107	99	109
COc1ccc(CSc2nc3ccc(Cl)cc3c(=O)n2-c2ccc(C)cc2)cc1	100	81	104	92	88	.	94	101
COc1ccc(CSc2nc3ccc(Cl)cc3c(=O)n2-c2ccc(OC)cc2OC)cc1	101	92	103	102	80	101	98	95
